Screens from PubChem.
CHX counter: Cycloheximide Counterscreen for Small Molecule Inhibitors of Shiga Toxin; cell reporter, cycloheximide protein synthesis inhibition counterscreen; actives 12% (n = 300,000); max response, %; AID 2314, 2010; in the data active = max response mostly above about 13%, no sharp cut-off; inactive = mostly below about 14%; note: read at 38.3 µM for the half of the compounds with a filed dose; 0% is about no effect
LmPK inhibitor: qHTS Assay for Inhibitors of Leishmania Mexicana Pyruvate Kinase (LmPK) | AID 1721, 2009 | Potency, µM (series often up to 57.5 µM), without a hit: at the highest dose activity change, negative = inhibition, actives largely listed as inhibitors | purified LmPK, Kinase-Glo ATP luminescence, 1 h | actives 0.37% (n = 290,000) | Q27686; note: potency is the fitted concentration of half-maximal effect; % is set by controls: 0 for no effect and ±100 for the full control effect
Target sequence (Q27686 whole entry, looked up): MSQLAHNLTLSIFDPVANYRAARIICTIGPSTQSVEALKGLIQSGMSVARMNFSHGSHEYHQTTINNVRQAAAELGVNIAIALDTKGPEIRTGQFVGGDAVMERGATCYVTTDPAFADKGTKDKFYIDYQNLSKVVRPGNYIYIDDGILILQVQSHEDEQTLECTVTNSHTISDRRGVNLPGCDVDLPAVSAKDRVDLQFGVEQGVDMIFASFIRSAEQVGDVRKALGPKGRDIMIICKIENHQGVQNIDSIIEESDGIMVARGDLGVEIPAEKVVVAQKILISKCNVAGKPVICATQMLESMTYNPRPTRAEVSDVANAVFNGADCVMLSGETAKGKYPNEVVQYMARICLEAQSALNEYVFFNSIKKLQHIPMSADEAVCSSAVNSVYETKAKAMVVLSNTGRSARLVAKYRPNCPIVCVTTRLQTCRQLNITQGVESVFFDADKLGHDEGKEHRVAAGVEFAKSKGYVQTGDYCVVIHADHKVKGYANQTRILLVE
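In 50 mM imidazole pH 7.2 with 7 mM MgCl2, LmPK (0.1 nM) turned over PEP (0.5 mM) and ADP (0.1 mM) for 1 h at room temperature. Luciferase read-out of ATP.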
AmpC inh no detg: qHTS Inhibitors of AmpC Beta-Lactamase (assay without detergent); AmpC nitrocefin hydrolysis, absorbance 480 nm, 0.0001% Triton; Potency, µM (doses to about 57.1 µM), for inactives: at the highest dose activity change, negative = inhibition, actives largely listed as inhibitors; actives 0.52% (n = 330,000); AID 485341, 2010;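 note: potency is the fitted concentration of half-maximal effect; plate controls were no compound for no effect and no enzyme for full effect; nearly all actives have a fitted effect of over 20% in size; some results filed as inactive show a strong effect at the top dose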
Target sequence (P00811 whole entry, looked up): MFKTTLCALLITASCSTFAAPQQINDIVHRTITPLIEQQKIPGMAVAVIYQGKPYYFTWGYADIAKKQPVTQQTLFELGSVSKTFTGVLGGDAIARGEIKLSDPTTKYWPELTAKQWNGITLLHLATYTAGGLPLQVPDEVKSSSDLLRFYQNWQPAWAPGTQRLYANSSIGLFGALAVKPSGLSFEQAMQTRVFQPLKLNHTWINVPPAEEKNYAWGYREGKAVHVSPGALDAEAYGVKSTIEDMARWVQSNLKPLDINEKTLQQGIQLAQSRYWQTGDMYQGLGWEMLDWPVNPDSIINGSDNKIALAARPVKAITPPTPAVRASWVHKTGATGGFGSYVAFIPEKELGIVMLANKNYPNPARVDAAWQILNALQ
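AmpC (5.3 nM in the dispensed reagent) in 20 mM phosphate pH 7.0 with 0.01% (detergent screen) or 0.0001% Triton X-100 was preincubated with compounds for 15 min at room temperature. Nitrocefin was then added from an 800 uM solution, and hydrolysis was followed at 480 nm.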
Pf growth 96h: Primary qHTS for delayed death inhibitors of the malarial parasite plastid, 96 hour incubation | AID 504834, 2011 | actives 6.9% (n = 320,000) | P. falciparum luciferase reporter growth, 96 h | Potency, µM (highest dose often 28.7 µM), for inactives: at the top dose activity change, negative = inhibition, usual class: inhibitors; note: potency is the fitted concentration of half-maximal effect; % is set by controls: 0 for no effect and ±100 for the full control effect
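Two-generation exposure (96 h) targets delayed-death phenotype. Reporter parasites carrying integrated firefly luciferase, in red cells at 2% hematocrit and 0.05% parasitemia final, kept at 37 C, 5% CO2; luminescence loss indicates inhibition.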
Shiga toxin inh: A qHTS for Small Molecule Inhibitors of Shiga Toxin. Vero cells, Shiga toxin protein synthesis inhibition reporter. inhibition, % at 38.7 µM. actives 9.2% (n = 290,000); in the data active = inhibition mostly above about 28%, no sharp cut-off; inactive = mostly below about 43%; note: 0% is about no effect
Tb PYK inh: qHTS of Trypanosoma Brucei Inhibitors; pyruvate kinase (Trypanosoma brucei), Q57TT1; TbPYK enzyme, Kinase-Glo Plus ATP luminescence, 45 min; Potency, µM (highest dose often 76.8 µM), for inactives: top-dose activity, negative = inhibition, hits mostly inhibitors; actives 0.12% (n = 410,000); AID 624173, 2012; note: potency is the fitted concentration of half-maximal effect; % is set by controls: 0 for no effect and ±100 for the full control effect; nearly all actives have a fitted effect of over 50% in size
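Enzyme and substrate buffer are dispensed first and compound is pin-transferred. ADP at 130 uM final then starts the reaction, which runs 45 min at room temperature. Detection reagent is added for 10 min before luminescence is imaged.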
Pf growth 48h: Primary qHTS for delayed death inhibitors of the malarial parasite plastid, 48 hour incubation | P. falciparum luciferase growth in erythrocytes, 48 h | Potency, µM (titrated, usually from 28.7 µM), inactives show at the top dose activity change, negative = inhibition, most hits filed as inhibitors | actives 5.9% (n = 310,000) | AID 504832, 2011; note: potency is the fitted concentration of half-maximal effect; % is set by controls: 0 for no effect and ±100 for the full control effect
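Firefly luciferase activity from engineered P. falciparum reports growth; inhibitors lower the luminescent signal. Cultures contained 2% hematocrit erythrocytes at 0.1% final parasitemia.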
* marks the source's active call; other numbers are inactive results; i = inactive; ? = inconclusive; / = no result given; & = joins results of further samples; [ ] = dose if it differs, or a comment. Unless noted, calls come from the whole dose curve; as a rule, active = well fitted curve in the direction sought with a large enough effect; inconclusive = small, poorly fitted or top-dose-only effect, or another doubt; inactive = no such curve, though single readings can be large; an effect the other way counts as inactive or inconclusive. Not a hit list; about 22% have a hit in one of these screens.

SMILES	CHX counter	LmPK inhibitor	AmpC inh no detg	Pf growth 96h	Shiga toxin inh	Tb PYK inh	Pf growth 48h
O=C(C1CC(c2ccccc2O)=NO1)N1CCCCC1 (stereo not drawn)	48*	-4%	-7%	/	133*	4%	189%[activator]
Cc1cc(C)n(-c2nc3ccccc3n3c(C)nnc23)n1	6	10%	-16%	?	-14	2%	-20%
COc1ccc(NC(=O)CSc2nc3[nH]c(=O)cc(O)c3s2)cc1OC	/	/	-31%	?	/	-5%	1%
COc1ccc(C2CC(=O)N3CN(c4ccccc4F)CSC3=C2C#N)cc1OC (stereo not drawn)	-6	6%	-20%	7%	-26	3.2µM*	/
CCN(CC)C(=O)COc1coc(CN2CCN(Cc3ccccc3)CC2)cc1=O	-3	-6%	-13%	?	-10	1%	3%
C=CCNC(=O)CSc1nc2sccc2c(=O)n1-c1ccccc1	-4	-1%	-17%	19%	-13	6%	1%
CC(=O)Nc1cccc(-c2nc3ccc(NC(C)=O)cc3[nH]2)c1	-2	-21%	-22%	?	-14	-6%	-6%
COc1ccc(C(=O)C2CCCN(C(=O)c3ccnn3C)C2)cc1OC (stereo not drawn)	13	12%	-1%	?	-8	-5%	29%
COc1ccc(N2C(=O)C(OC(C)=O)C2c2ccc(C)cc2)cc1 (stereo not drawn)	2	-6%	-13%	21%	-9	-4%	7%
CCOC(=O)c1nnn(-c2nonc2N)c1-c1ccc(OCC)cc1	-1	4%	-9%	?	-3	-11%	13µM*
O=C(CCNC(=O)C1CCN(S(=O)(=O)c2ccc(F)cc2)CC1)NCCc1ccc(Cl)cc1	-2	-1%	118%[activator]	?	7	0%	21%
O=C(CSc1nccn1-c1ccc(F)cc1)NCc1ccc2c(c1)OCO2	-1	3%	-15%	/	-14	-6%	-5%
Cc1cc(Nc2cccc(Cl)c2)nc(N2CCOCC2)n1	-5	6%	0%	9%	-5	1%	-13%
Cc1ccc(/C=C/C(=O)Nc2ccc(O)c3c(=O)cc(-c4ccccc4Cl)oc23)cc1	7&1	8%	-28%	10µM*	4&-2	-2%	?
COc1ccc(-c2noc(-c3ccoc3C)n2)cc1OC	-3	-3%	-13%	90%[activator]	-12	-2%	-4%
COc1ccc(Cn2c(O)c(/C=N/NC(=O)c3ccncc3)c(=O)[nH]c2=O)cc1	-3	5%	-50%	19%	-6	7%	13%
CCn1c(SCC(=O)N2CCCc3ccccc32)nc2ccccc2c1=O	-3	1%	22%	77%[activator]	12	-1%	?
CCOc1ccc(-c2nnc(SCC(=O)N3CCCC3)o2)cc1	-1	4%	-9%	13%	2	1%	-3%
CC(=O)Nc1ccc(S(=O)(=O)NCc2ccc(C(=O)NCc3ccc4c(c3)OCO4)cc2)cc1	-5	9%	-25%	2%	-2	-16%	-14%
CCOC(=O)C1CCN(S(=O)(=O)CCNC(=O)c2cccc(OC)c2)CC1	/	/	-34%	50%[activator]	/	2%	0%
CSCc1nc2sc(C(=O)Nc3nc(C)cs3)c(C)c2c(=O)[nH]1	33*	-6%	46%	84%[activator]	117	-4%	80%[activator]
N/C(=N\O)c1cccc(CS(=O)(=O)c2ccccn2)c1	2	4%	-21%	-4%	-2	1%	13%
CCc1ccc(N2CC(C(=O)Nc3ccc(F)cc3)CC2=O)cc1 (stereo not drawn)	-1	-4%	-15%	0%	-7	-3%	-1%
Cc1ccc(-c2nc3ccccc3s2)cc1NC(=O)c1cc(-n2cnnc2)ccc1Cl	38*	0%	-7%	i	85*	3%	126%[activator]
Cc1ccccc1CN(c1ccc(C(=O)N2CCCC2)cc1)S(C)(=O)=O	-1	-1%	74%[activator]	/	-3	-15%	17%

4 neighbouring entries from above:
SMILES	CHX counter	LmPK inhibitor	AmpC inh no detg	Pf growth 96h	Shiga toxin inh	Tb PYK inh	Pf growth 48h
N/C(=N\O)c1cccc(CS(=O)(=O)c2ccccn2)c1	2	4%	-21%	-4%	-2	1%	13%
CCc1ccc(N2CC(C(=O)Nc3ccc(F)cc3)CC2=O)cc1 (stereo not drawn)	-1	-4%	-15%	0%	-7	-3%	-1%
Cc1ccc(-c2nc3ccccc3s2)cc1NC(=O)c1cc(-n2cnnc2)ccc1Cl	38*	0%	-7%	i	85*	3%	126%[activator]
Cc1ccccc1CN(c1ccc(C(=O)N2CCCC2)cc1)S(C)(=O)=O	-1	-1%	74%[activator]	/	-3	-15%	17%

(continued)
SMILES	CHX counter	LmPK inhibitor	AmpC inh no detg	Pf growth 96h	Shiga toxin inh	Tb PYK inh	Pf growth 48h
Cc1cc(Nc2ccccc2)n2nc(C)c(-c3ccccc3)c2n1	-1	2%	-3%	-30%	-4	-6%	?
O=C(NCCCN1CCOCC1)c1cc2cc(Br)ccc2oc1=O	-1	0%	1%	-14%	-6	0%	23%
O=C(/C=C/C=C/c1ccccc1)c1ccco1	51*	-7%	-29%	13%	103*	-2%	144%[activator]
Cc1ccc(SCc2c(C#N)c3ccccc3n2C)cc1	2	5%	-31%	?	30	?	1%
Cc1cccc(CNC(=O)C2CCCN(c3nn4c(=O)cc(C)nc4s3)C2)c1 (stereo not drawn)	-1	-4%	-7%	1%	-3	-2%	-18%
O=C(C[n+]1ccccn1)c1ccccc1	15*	-6%	-25%	?	40*	-2%	10%
CCN1CCN(CCNC(=O)CCCCCn2c(=O)[nH]c3cc(C(=O)OC)ccc3c2=O)CC1	-1	-8%	-5%	?	-12	2%	-9%
CCOc1ccc(NC(=O)CS(=O)(=O)c2cn(C)c3ccccc23)cc1	-3	10%	-14%	1%	-2	2%	7%
CN(Cc1nc(-c2ccncc2)no1)S(=O)(=O)c1ccccc1	-3	2%	15%	?	8	-2%	19%
CCCCC(=O)N1CCCC(c2nc3c(nnn3Cc3cc(C)ccc3C)c(=O)[nH]2)C1 (stereo not drawn)	-1	0%	56%	?	-15	0%	8.3µM*
Cc1cc(=O)oc2cc(OCC(=O)OCC(=O)Nc3ccccc3F)ccc12	7	7%	-37%	2%	-7	-6%	-1%
Cc1ccc(CCNC(=O)C2CCC(=O)N(CC3CCCCC3)C2)cc1 (stereo not drawn)	2	-1%	123%[activator]	36%[activator]	1	3%	17%
Cc1ccc(C)c(N(C(=O)c2csnn2)C(C(=O)NC2CCCCC2)c2ccncc2)c1 (stereo not drawn)	-3	4%	-13%	?	-7	1%	-13%
Cc1ccc(CC(=O)Nc2nccs2)cc1	9	-2%	-20%	2%	19	7%	38%[activator]
COc1ccc(C(=O)Nc2ccc([N+](=O)[O-])cn2)c(OC)c1	36*	3%	-26%	47%[activator]	107*	0%	196%[activator]
COc1ccc(C)cc1NC(=O)CNC(=O)Cn1ccc2ccccc2c1=O	5	-6%	0%	0%	-9	3%	-21%
O=C(CNC(=O)c1ccccc1F)c1ccc(Br)cc1	58*	-5%	-20%	68%[activator]	80*	0%	/
O=C(c1cc(-c2ccc(Cl)cc2)on1)N1CCCCCC1	27*	0%	-15%	270%[activator]	109*	-3%	174%[activator]
Oc1ccccc1/C=N/NC(=S)NC1CC2C=CC1C2 (stereo not drawn)	35*	2%	-36%	0.93µM*	57*	-21%	?
OC(CNCc1ccc2c(c1)OCO2)COc1ccccc1 (stereo not drawn)	-2	-5%	-23%	-21%	2	-3%	3.3µM*
O=P(COc1ccccc1)(c1ccccc1)c1ccccc1	-1	1%	33%	?	-11	-1%	?
CC(CN1CCOCC1)C(=O)O (stereo not drawn)	-3	4%	-2%	9.3µM*	-4	4%	-25%
CSc1ccc(S(=O)(=O)Nc2cccc(F)c2)cc1	-3	-4%	0.25µM*	/	24	/	13%
Cc1cccc(C(=O)NCC(=O)NCCSc2ccc(Br)cc2)c1	/	/	-9%	13%	/	0%	?
O=c1cc(Cl)c(-c2ccccc2)nn1Cc1ccc(Cl)cc1	-7	-3%	-34%	0%	-7	2%	?
Other compounds follow.
SMILES	CHX counter	LmPK inhibitor	AmpC inh no detg	Pf growth 96h	Shiga toxin inh	Tb PYK inh	Pf growth 48h
Cc1ccc(C(=O)NC2CCCC2)s1	11*	-3%	-11%	157%[activator]	53	3%	28%
CCCN(C(=O)CCNC(=O)Cn1cnc2ccccc2c1=O)c1cccc(Cl)c1	-10	4%	121%[activator]	5%	-6	-3%	106%[activator]
Cc1c(C(=O)NCC(c2ccco2)N(C)C)oc2c(Cl)cccc12 (stereo not drawn)	/	/	27%	?	/	-5%	-23%
Cc1ccccc1/C=N\NC(=O)c1csnn1	60*	-18%	-9%	-4%	112*	-19%	64%[activator]
O=C1/C(=C\c2ccccn2)SC(=S)N1c1ccc(S(=O)(=O)Nc2nccs2)cc1	-2	2%	?	-14%	14	-8%	-8%
COc1ccc(C(=O)NOCc2ccccc2)cc1	/	/	-17%	102%[activator]	/	-5%	59%[activator]
O=C(O)C1CCC(=O)N1C1c2ccccc2Oc2ccccc21 (stereo not drawn)	-5	6%	-9%	?	-7	-4%	/
Cc1ccc(C(=O)NCC(=O)OCC(=O)NC2CCS(=O)(=O)C2)cc1C (stereo not drawn)	0	-7%	-12%	44%[activator]	-2	-2%	26%
COc1cc(OC)c(C2=NOC(C(=O)O)C2)cc1Cl (stereo not drawn)	-2	-5%	-7%	8%	-24	-8%	0%
COc1ccc(-n2nc3c(c2NC(=O)c2ccc(Br)cc2)CS(=O)C3)cc1 (stereo not drawn)	-2	4%	22%	23%	-11	-4%	/
Cn1cnnc1SCC(=O)Nc1cc(S(=O)(=O)N2CCCCC2)ccc1Cl	1	5%	6%	-16%	-3	-3%	3%
COc1cc(/C(C)=N/NC(=O)CSc2nc3ccccc3[nH]2)ccc1O	3	-2%	-36%	?	40	-4%	-3%
Cc1ccsc1/C=N\NC(=O)c1n[nH]c2c1CCC2	11*	10µM*	-5%	10µM*	3	-16%	49%[activator]
COc1cccc(COc2ccc(N(C)S(=O)(=O)c3ccccc3)cc2)c1	0	-4%	0%	-12%	26	0%	0%
O=C1C/C(=C\c2c(F)cccc2Cl)N2CCC1CC2	-2	-1%	1%	24%	-22	3%	-7%
O=C(OCC(=O)N1CCN(c2ccccc2)CC1)c1ccco1	10	-1%	-19%	23%	33	-5%	14%
COc1cccc(NC(=O)C2=COCCO2)c1	/	/	-4%	85%[activator]	/	-2%	97%[activator]
CS(=O)(=O)N1CCN(c2ccccc2NC(=O)c2ccc3c(c2)OCCO3)CC1	-3	1%	53%	47%[activator]	-19	-10%	?
CN1CCN(C(=O)NC2CCCCC2)CC1	-2	-6%	-21%	?	3	-17%	-5%
COc1cc(NC(=S)NCc2cccnc2)c(OC)cc1Cl	-2	0%	-32%	12µM*	-13	-16%	5%
Nc1nonc1C(=O)NCCc1ccccc1	11	4%	-5%	3%	67*	2%	/
Fc1ccc(-c2csc3ncnc(Cl)c23)cc1	0	2%	3%	?	13	-9%	0.23µM*

Quoted from the listing:
Entry of Cc1ccc(CCNC(=O)C2CCC(=O)N(CC3CCCCC3)C2)cc1 (stereo not drawn) under CHX counter: 2
Entry of CCOc1ccc(NC(=O)CS(=O)(=O)c2cn(C)c3ccccc23)cc1 under AmpC inh no detg: -14%
